TrxR1 inh: blocks rat thioredoxin reductase 1 | Potency, µM (top dose mostly 114 µM), without a hit: top-dose activity change, negative = inhibition, most hits filed as inhibitors | recombinant rTrxR1, NADPH fluorescence consumption, selenite substrate | O89049 | hit rate 1% among 390,000; further: on the % scale 0 is the no-effect control and ±100 the full control effect; nearly all actives have a fitted effect of over 65% in size
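Rat TrxR1 (90 nM in the dispensed reagent) was pre-reduced with 400 uM NADPH for 5 min at room temperature, then incubated with compound for 15 min. After 400 uM selenite was added, NADPH fluorescence (Ex 340/Em 450 nm) was followed for 8 min.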
ALOX12 inh: ALOX12 (human) lipoxygenase inhibition; P18054; purified 12hLO, xylenol orange hydroperoxide absorbance; Potency, µM (highest dose often 108 µM), for inactives: top-dose activity change, negative = inhibition, usual class: inhibitors; hit rate 1.1% among 580,000; AID 1671190; further: on the % scale 0 is the no-effect control and ±100 the full control effect
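Hydroperoxide product was detected by ferrous iron/xylenol orange as the 573 to 405 nm absorbance ratio. Arachidonic acid at 40 uM (final) was turned over for 30 min at room temperature by 150 nM human 12hLO, pH 7.0 Hepes buffer, after 15 min compound preincubation.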
GLS inhibitor: blocks human kidney-isoform glutaminase activity | GLS enzymatic activity, qHTS titration | hit rate 0.21% among 410,000 | O94925 | Potency, µM (series often up to 45.5 µM), for the others: at the highest dose activity change, negative = inhibition, actives largely listed as inhibitors; further: on the % scale 0 is the no-effect control and ±100 the full control effect
Target sequence (O94925 whole entry, looked up, canonical isoform): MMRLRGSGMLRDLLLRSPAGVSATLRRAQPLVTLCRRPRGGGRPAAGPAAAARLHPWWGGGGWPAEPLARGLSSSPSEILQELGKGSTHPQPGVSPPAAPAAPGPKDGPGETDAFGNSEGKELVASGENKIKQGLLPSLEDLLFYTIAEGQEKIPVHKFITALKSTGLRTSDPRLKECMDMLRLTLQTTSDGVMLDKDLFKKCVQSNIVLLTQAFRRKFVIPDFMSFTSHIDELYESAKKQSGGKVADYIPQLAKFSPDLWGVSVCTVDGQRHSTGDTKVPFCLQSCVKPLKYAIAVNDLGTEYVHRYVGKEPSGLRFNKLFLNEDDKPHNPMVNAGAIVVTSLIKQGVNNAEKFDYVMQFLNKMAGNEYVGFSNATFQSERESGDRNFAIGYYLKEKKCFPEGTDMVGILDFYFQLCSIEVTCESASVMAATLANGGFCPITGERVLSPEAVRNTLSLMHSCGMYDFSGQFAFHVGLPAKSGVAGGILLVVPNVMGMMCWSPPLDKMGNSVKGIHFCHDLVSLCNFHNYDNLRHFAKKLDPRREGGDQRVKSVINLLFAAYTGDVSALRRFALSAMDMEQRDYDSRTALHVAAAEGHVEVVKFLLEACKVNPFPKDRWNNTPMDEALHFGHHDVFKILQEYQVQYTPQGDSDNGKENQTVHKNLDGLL
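Compounds were pin-transferred onto hKGA, after which L-glutamine (1 mM solution) and a detection mix of glutamate oxidase, HRP and Amplex Red were added. Initial and 30 min RT fluorescence reads were collected.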
JMJD2A Tudor inh: blocks the human JMJD2A Tudor domain; O75164; hit rate 4.4% among 390,000; AID 504339; AlphaScreen JMJD2A-Tudor / H3K4me3 peptide binding; Potency, µM (highest dose often 114 µM), for the others: top-dose activity change, negative = inhibition, usual class: inhibitors; further: on the % scale 0 is the no-effect control and ±100 the full control effect; nearly all actives have a fitted effect of over 50% in size
Pin1 inh: blocks the human prolyl isomerase Pin1 | Q13526 | Pin1 FP peptide displacement, HiFluor488, 10 min | Potency, µM (doses to about 115 µM), for the others: at the top dose activity, negative = inhibition, most hits filed as inhibitors | hit rate 0.009% among 390,000 | AID 504891; active means well fitted inhibition curve with a large enough effect in the polarisation, with a control signal flat, not every such curve was filed as active; inconclusive means small, poorly fitted or top-dose-only effect, or effect the other way, or a change in a side signal; inactive means no such curve, though single readings can be large or run the other way; the % refers to the polarisation; further: on the % scale 0 is the no-effect control and ±100 the full control effect
Target sequence (Q13526 whole entry, looked up): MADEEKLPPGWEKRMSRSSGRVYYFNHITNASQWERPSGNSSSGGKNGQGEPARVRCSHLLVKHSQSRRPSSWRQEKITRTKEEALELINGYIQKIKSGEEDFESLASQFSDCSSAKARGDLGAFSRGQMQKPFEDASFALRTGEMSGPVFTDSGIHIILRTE
HP1b binding inh: blocks HP1-beta chromodomain binding to methylated histone tails | Potency, µM (doses to about 114 µM), inactives show at the highest dose activity change, negative = inhibition, most hits filed as inhibitors | AID 540317 | AlphaScreen HP1-beta / biotin-H3K9me3 peptide binding | hit rate 0.56% among 390,000; further: nearly all actives have a fitted effect of over 70% in size; inactives centre near 23
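HP1-beta protein (50 nM final) preincubated 30 min at room temperature with biotinylated H3(1-18)K9me3 peptide (50 nM) in PBS pH 7.4, 0.01% Tween-20, then compound added for 30 min. AlphaScreen streptavidin donor/nickel chelate acceptor beads (10 ug/mL final), 30 min dark, luminescence read.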
PGK inhibitor: blocks T. brucei phosphoglycerate kinase | Potency, µM (series often up to 57.5 µM), inactives show at the top dose activity change, negative = inhibition, most hits filed as inhibitors | AID 602233 | hit rate 0.043% among 380,000 | PGK/GAPDH coupled, Kinase-Glo luminescence, 60 min | P07378; further: on the % scale 0 is the no-effect control and ±100 the full control effect; nearly all actives have a fitted effect of over 60% in size
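Luminescent ATP detection (Kinase-Glo Plus) follows a 60-minute room-temperature incubation, with wells lacking PGK as controls. Buffer: 100 mM TEA (pH 7.6), 5 mM MgCl2, 0.01% Tween-20. Coupling enzyme GAPDH (100 nM final) supplies unstable 1,3-BPG in-well.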
ERG-DNA inh: inhibitors of human ERG Ets domain-DNA interaction. AID 624246. fluorescence polarization, His-ERG Ets domain / labelled DNA. Potency, µM (highest dose often 76.9 µM), inactives show top-dose FP activity, negative = inhibition, most hits filed as inhibitors. hit rate 0.028% among 370,000. P11308; active means well fitted inhibition curve with a large enough effect in the polarisation, with a control signal flat; inconclusive means small, poorly fitted or top-dose-only effect, or effect the other way, or a change in a side signal; inactive means no such curve, though single readings can be large or run the other way; the % refers to the polarisation;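 further: polarization taken with two DNA probes labelled with fluorescein and Texas red; % of control where 0% means no effect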
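His-tagged ERG Ets domain (1 uM in the protein solution; 300mM KCl, 50mM Tris-HCl, 1mM EDTA, 1mM DTT, pH 7.5) received compound, then a probe mix of 5 nM fluorescein-DNA and 100nM Texas-615-DNA. Fluorescence polarization was read for both dyes.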
RGS4 inhibitor: human RGS4 inhibition. AID 504845. Potency, µM (titrated, usually from 114 µM), for inactives: at the highest dose activity change, negative = inhibition, actives largely listed as inhibitors. P49798. Transcreener GDP fluorescence polarization, RGS4-accelerated GTP hydrolysis. hit rate 0.039% among 390,000; further: on the % scale 0 is the no-effect control and ±100 the full control effect; nearly all actives have a fitted effect of over 75% in size; some results filed as inactive show a strong effect at the top dose
Target sequence (P49798 whole entry, looked up): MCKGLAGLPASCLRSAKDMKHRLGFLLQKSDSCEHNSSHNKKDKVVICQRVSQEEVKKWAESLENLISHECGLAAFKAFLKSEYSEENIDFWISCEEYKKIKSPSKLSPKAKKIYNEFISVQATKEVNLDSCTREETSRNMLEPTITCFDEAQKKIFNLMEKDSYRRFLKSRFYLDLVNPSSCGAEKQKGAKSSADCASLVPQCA
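MLSMR compounds (23 nl, pin-transferred) preincubated 10 min at room temperature with a 500nM (2x) first reagent, then RGS4 at 900nM (2x) plus Transcreener GDP mix added; fluorescence polarization (620/688 nm) read before and after 90 min at 30 °C.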
The depositor's hits bear a star; i = inactive; u = inconclusive; x = not tested or not shown; [ ] = remark or other dose. Unless noted, the call rests on the fitted dose curve; in most records, active means well fitted curve in the direction sought with a large enough effect; inconclusive means small, poorly fitted or top-dose-only effect, or another doubt; inactive means no such curve, though single readings can be large; an effect the other way counts as inactive or inconclusive. Potency means the concentration at half of the fitted maximal effect.

no.	Molecule	TrxR1 inh	ALOX12 inh	GLS inhibitor	JMJD2A Tudor inh	Pin1 inh	HP1b binding inh	PGK inhibitor	ERG-DNA inh	RGS4 inhibitor
1	O=C(NCc1ccc(Cl)s1)c1cc(COc2c(F)cccc2F)on1	21%[57.1 µM]	u	-5%	u	14%	53%[activator]	i	4%	-26%
2	COC(=O)c1cccc(NC(=O)CSc2nnc(COc3ccccc3)n2C)c1	-10%	36%[activator]	-3%	-19%	-6%	11%	i	-5%	-13%
3	COc1cc(NS(=O)(=O)c2ccc(N/C=C\C(=O)c3ccc(OC)c(OC)c3)cc2)nc(OC)n1	-7%	-21%	3%	-13%	18%	27%	-7%	6%	-23%
4	CCCc1cc(=O)[nH]c(SCC(=O)Nc2cc(S(=O)(=O)N3CCOCC3)ccc2N(CC)CC)n1	8%	-13%	5%	-28%	-3%	13%	-8%	3%	0%
5	Clc1ccc(-n2ncc3c(NCc4ccco4)ncnc32)cc1	24%	u	x	0%	-10%	49%[activator]	-7%	6%	4%
6	COc1cc(NC(=O)CN2C(=O)NC(C)(c3ccccc3)C2=O)c(C)cc1[N+](=O)[O-] (stereo unspecified)	11%[57.1 µM]	x	-7%	-16%	-2%	12%	i	-10%	-12%
7	CCCn1c(=N)n(CC(=O)c2ccc(Cl)cc2)c2ccccc21	3%	0%	1%	1%	-9%	52%[activator]	-2%	-4%	-2%
8	O=C(CN1CCCC1)Nc1ccc(Oc2ccc(NC(=O)CN3CCCC3)cc2)cc1	15%[57.1 µM]	26%	9%	-14%	0%	9%	-7%	5%	-8%
9	COc1ccc(C(=O)NCc2nnc(SCC(=O)Nc3cc(Cl)ccc3OC)o2)cc1	35%	-2%	-7%	11%	-3%	39%[activator]	-2%	4%	-2%
10	NC(=S)N/N=C/c1cn(CCC(=O)O)nc1-c1cccc(Br)c1	-9%	u	0%	8%	-3%	12%	5%	1%	-30%
11	CC(=O)c1ccc(NC(=O)CN2C(=O)COc3ccc(S(=O)(=O)N4CCCC4)cc32)cc1	18%	3%	-1%	-2%	1%	30%	4%	-3%	19%
12	CCCNC(=O)COc1coc(CN2CCN(c3ccccc3F)CC2)cc1=O	12%	2%	2%	-4%	3%	61%[activator]	i	7%	-30%
13	Cc1ccc(S(=O)(=O)Nc2ncccn2)cc1	23%	6%	-1%	-7%	-1%	28%	-2%	-10%	8%
14	Cc1cc(C)cc(OCCCn2c(CCNC(=O)C3CCCCC3)nc3ccccc32)c1	-1%	-15%	-4%	-28%	4%	9%	i	0%	4%
15	C=CCOc1ccc(C=Nc2ccc(C)c(Cl)c2)c(O)c1	-5%	-13%	-6%	-23%	-2%	24%	-4%	-1%	-6%
16	COc1ccccc1-c1nnc(SC(C(=O)c2c[nH]c3ccccc23)c2ccccc2)n1C (stereo unspecified)	11%	-15%	-12%	u	13%	37%	-2%	3%	-1%
17	Cc1ccc2c(c1)NC(=O)C(CC(=O)NCc1ccc(F)cc1)O2 (stereo unspecified)	-10%	362%[activator]	0%	-2%	2%	31%	6%	-5%	6%
18	COc1cccc(NC(=O)CN(C)C(=O)c2ccc(-c3ccccc3Cl)o2)c1	-14%	u	-7%	-17%	-2%	-4%	i	6%	-13%
19	COc1ccc(Nc2nccc(-c3cccc(N)c3)n2)cc1	13%	3%	17%	-35%	-6%	-9%	-3%	-2%	24%
20	CCOC(=O)Cn1nnc(-c2ccccc2)n1	15%	0%	-2%	u	-14%	38%	-5%	10%	-15%
21	O=Nc1c(O)n(Cc2ccc(Cl)cc2Cl)c2ccccc12	2%[57.1 µM]	u	19%	u	-11%	-3%	7%	8%	2%
22	CCCCN(c1ccccc1)S(=O)(=O)c1ccc2c(c1)CC(C)N2C(=O)C1CC1 (stereo unspecified)	13%	-6%	-4%	15%	5%	49%	-6%	-1%	-2%
23	Nc1nc(-c2ccccc2Cl)cs1	0%	u	0%	-25%	-6%	u	-7%	17%	-46%
24	Cc1cccc(N2CCN(C(=O)C3CCN(S(=O)(=O)Cc4ccccc4)CC3)CC2)c1C	6%	-24%	8%	-10%	1%	17%	i	-1%	24%

Just HP1b binding inh, for 2 of the compounds above:
# | structure | HP1b binding inh
18 | COc1cccc(NC(=O)CN(C)C(=O)c2ccc(-c3ccccc3Cl)o2)c1 | -4%
19 | COc1ccc(Nc2nccc(-c3cccc(N)c3)n2)cc1 | -9%

Other results follow.
no.	Molecule	TrxR1 inh	ALOX12 inh	GLS inhibitor	JMJD2A Tudor inh	Pin1 inh	HP1b binding inh	PGK inhibitor	ERG-DNA inh	RGS4 inhibitor
25	CCc1cccc(CC)c1NC(=S)/C(=C(\[O-])c1ccc(Cl)s1)[n+]1ccccc1	14%	66%[activator]	1%	u	1%	-16%	-3%	0%	13%
26	CN(C)c1ccc(NC(=O)c2ccc([N+](=O)[O-])cc2Cl)cc1	3%[57.1 µM]	-6%	-2%	-13%	-2%	-2%	4%	0%	6%
27	Cc1ccccc1OCCNc1ccc(C(F)(F)F)cc1[N+](=O)[O-]	15%[57.1 µM]	-16%	-18%	u	-1%	u	i	5%	u
28	COc1cc2c(cc1OC)/C(=C/C(=O)c1ccccc1F)NCC2	12%[2.29 µM]	-21%	-13%	u	-3%	u	-13%	-5%	-9%
29	CCOC(=O)N/N=C/c1c[nH]c2ccccc12	-7%	u	21%	-5%	1%	45%[activator]	3%	-1%	10%
30	COC(=O)c1cnc(NNS(=O)(=O)c2ccc(Cl)cc2)nc1C(F)(F)F	17%[57.1 µM]	u	0%	-6%	0%	-14%	-1%	-8%	-23%
31	CC(NC(=O)c1nn(C)c2c1CS(=O)(=O)c1ccccc1-2)c1ccccc1 (stereo unspecified)	8%	-2%	-3%	-10%	-8%	27%	-1%	u	16%
32	Cc1cc(Oc2ccc([N+](=O)[O-])cc2)nc(N2CCOCC2)n1	16%	u	-6%	0%	-2%	28%	-3%	-10%	3%
33	O=C(NCCNC(=O)c1cnccn1)c1ccc(Cl)cc1	3%	-4%	-1%	-3%	2%	36%	7%	-1%	13%
34	Cc1ccc(N2C(=O)c3ccc(C(=O)N4CCOCC4)cc3C2=O)cc1C	17%	0%	0%	-11%[57.1 µM]	3%	19%	-3%	-6%	11%[56.9 µM]
35	O=C(NCCCN1CCOCC1)c1cc2cc(Br)ccc2oc1=O	-12%	25%	10%	-17%	2%	22%	1%	-2%	20%
36	CC(C)NC(=O)c1ccccc1NC(=O)Cc1ccc([N+](=O)[O-])cc1	15%[57.1 µM]	-1%	2%	-22%	-5%	-17%	i	-3%	-29%
37	CC(OC(=O)CCC(=O)c1ccc(Cl)s1)C(=O)NC1(C#N)CCCCC1 (stereo unspecified)	-10%	-9%	16%	-23%	3%	-2%	-4%	-2%[15.4 µM]	-4%
38	O=C(C(=O)N1CCCC1CO)N1CCCC1CO (stereo unspecified)	-11%[57.1 µM]	-16%	14%	-12%	-2%	-30%	10%	1%	-13%
39	CN(C)CCOc1ccc(-c2c(-c3ccsc3)sc3ccccc23)cc1	26%	u	10%	50µM*	6%	-37%	-6%	5%	8%
40	Cc1cccc(N=Cc2[nH]c3ccc(Br)c(Cl)c3c2O)c1	u	u	18%	u	u	u	-8%	3%	-26%
41	O=C(COc1ccc(F)cc1)N1CCC(Cc2ccccc2)CC1	19%	x	1%	34%	-5%	50%[activator]	1%	-5%	-4%
42	COC(=O)c1cc(COc2ccc3oc(C)c(C(=O)OC(C)C)c3c2)c(C)o1	11%	-26%	-3%	-5%	1%	73%[activator]	-5%	-17%	8%
43	O=C(NCCN1CCc2ccccc2C1)Nc1ccc(F)cc1	5%[57.1 µM]	169%	12%	1%	0%	24%	-4%	9%	-2%
44	COc1cc(CNc2cc(C)ccc2C)cc(OC)c1OC	9%	8%[57.4 µM]	8%	u	-1%	-16%	-2%	x	2%
45	CN(C(=O)c1ccc2c(c1)N(Cc1ccccc1F)C(=O)c1ccccc1S2)C1CCCCC1	20%[57.1 µM]	-19%	3%	-19%	28%	15%	-1%	u	-13%
46	Cc1ccc(NC(=O)CCNS(=O)(=O)c2ccc3c(c2)c(=O)n(C)c(=O)n3C)cc1C	16%	-13%	-6%	-10%	3%	52%[activator]	-3%	6%	-4%
47	O=C(O)c1ccccc1C1Nc2ccccc2C(=O)N1CCCN1CCOCC1 (stereo unspecified)	13%	111%[activator]	9%	-12%	2%	38%[activator]	-7%	7%	-4%
48	COc1cc(-c2nc(C(=O)NCC3CCCO3)cc3c2[nH]c2ccccc23)cc(OC)c1OC (stereo unspecified)	0%	u	-3%	u	17%	16%	i	-3%	-2%
49	CCN(CC)c1ccc(NC(=O)Cn2c(C(C)NC(=O)c3ccccc3)nc3ccccc32)cc1 (stereo unspecified)	13%	-20%	13%	u	6%	2%	9%	-3%	12%
50	O=C1CN(C(=O)c2cccc(F)c2)C(c2ccc(F)cc2)c2cc(F)ccc2N1 (stereo unspecified)	0%[57.1 µM]	-62%	-4%	-8%	1%	13%	4%	12%	6%
51	O=C(NCCc1ccccn1)c1cc(-c2ccc(Cl)c(Cl)c2Cl)nc2ccccc12	9%	-18%	4%	-13%	0%	27%	3%	-2%	-8%
52	CCN1CCN(c2ccc(S(=O)(=O)N3CCOCC3)cc2N)CC1	9%[57.1 µM]	-27%	1%	0%	-7%	24%	-1%	5%	6%
53	CCCCN(CCCNC(=O)c1c(C)cc(=O)oc1C)c1ccccc1	1%	-2%	40%[activator]	50µM*	-4%	u	1%	-5%	10%

From PubChem BioAssay

These rows are one share of the data. The share of hits here may be higher or lower than overall.
